# AT treatment = candidate therapy for ataxia-telangiectasia; 320,000 compounds, 0.19% hits; Potency, µM (doses to about 57.5 µM), for inactives: at the highest dose activation, hits mostly activators; […] A-T fibroblasts, KAP-1 phosphorylation AlphaLISA; neocarzinostatin DNA damage 30 min before lysis; also: potency is read from the fitted curve at half-maximal effect; % of control where 0% means no effect; nearly all actives have a fitted effect of over 45% in size
#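 ATM-like activity read as KAP-1 phosphorylation via AlphaLISA donor/acceptor antibody pairs after lysis and 6 hr at 25C. Cells were ATM-null patient fibroblasts ([…], hTERT), dosed 60 min, then exposed to the DSB inducer NCS for 30 min.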
# TSG101-PTAP inh = blocks PTAP/TSG101 interaction to inhibit HIV-1 budding; Q99816; Fluorescence polarization, FITC-PTAP peptide / Tsg101 binding; Potency, µM (highest dose often 115 µM), for the others: at the top dose activity change, negative = inhibition, actives largely listed as inhibitors; 340,000 tested, under 10 active; AID 493005; active = well fitted inhibition curve with a large enough effect in the main read-out, with a control signal flat, not every such curve was filed as active; inconclusive = small, poorly fitted or top-dose-only effect, or effect the other way, or a change in a side signal; inactive = no such curve, though single readings can be large or run the other way; also: potency is read from the fitted curve at half-maximal effect; % of control where 0% means no effect
#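 Compounds were pin-transferred onto Tsg101 binding domain (10 uM final) in HEPES pH 7.5 buffer, then FITC-PTAP peptide was added at 50 nM final. After 20 min at RT, polarization reported peptide displacement across a qHTS concentration series.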
# Mito fusion yeast = inhibitors of mitochondrial division or activators of mitochondrial fusion; S. cerevisiae fusion-defective mutant growth rescue, CellTiterGlo 48 h; Potency, µM (titrated, usually from 46.1 µM), for the others: at the top dose growth rescue (activation), usual class: activators; 320,000 compounds, 0.23% hits;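 also: potency is read from the fitted curve at half-maximal effect; % of control where 0% means no effect; nearly all actives have a fitted effect of over 45% in size; temperature-sensitive fusion mutants such as fzo1-1 at 37 °C on non-fermentable ethanol glycerol medium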
#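 Compounds are tested for their ability to restore growth of mitochondrial fusion-defective yeast strains at non-permissive 37C in YPEG medium over 48 hours. Viability is quantified by luciferase luminescence.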
# ELG1 repair inh = ELG1-dependent DNA repair inhibition | HEK293T ELG1-luciferase reporter, luminescence, 16 h; DNA damage induced by 5-fluorouridine | Potency, µM (titrated, usually from 46.1 µM), for inactives: at the highest dose activity change, negative = inhibition, actives largely listed as inhibitors | 330,000 compounds, 2.3% hits | AID 504467; also: potency is read from the fitted curve at half-maximal effect; % is scaled to controls: 0 for no effect and ±100 for the full control effect; nearly all actives have a fitted effect of over 55% in size
#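 Luminescence from the luciferase reporter, measured 30 min after ONE-Glo reagent at room temperature, was the read-out. Beforehand, 2,000 cells per well were exposed for 16 hr at 37 °C to 5-fluorouridine together with compound or vehicle.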
# Eya2 phos inh = inhibitors of human Eya2 phosphatase activity; O00167; recombinant Eya2, OMFP fluorescence dephosphorylation (OMFP is methylfluorescein phosphate); Potency, µM (titrated, usually from 76.9 µM), inactives show at the highest dose activity, negative = inhibition, usual class: inhibitors; 330,000 compounds, 0.006% hits; AID 488837; also: potency is read from the fitted curve at half-maximal effect; % is scaled to controls: 0 for no effect and ±100 for the full control effect
# Target sequence (O00167 whole entry, looked up): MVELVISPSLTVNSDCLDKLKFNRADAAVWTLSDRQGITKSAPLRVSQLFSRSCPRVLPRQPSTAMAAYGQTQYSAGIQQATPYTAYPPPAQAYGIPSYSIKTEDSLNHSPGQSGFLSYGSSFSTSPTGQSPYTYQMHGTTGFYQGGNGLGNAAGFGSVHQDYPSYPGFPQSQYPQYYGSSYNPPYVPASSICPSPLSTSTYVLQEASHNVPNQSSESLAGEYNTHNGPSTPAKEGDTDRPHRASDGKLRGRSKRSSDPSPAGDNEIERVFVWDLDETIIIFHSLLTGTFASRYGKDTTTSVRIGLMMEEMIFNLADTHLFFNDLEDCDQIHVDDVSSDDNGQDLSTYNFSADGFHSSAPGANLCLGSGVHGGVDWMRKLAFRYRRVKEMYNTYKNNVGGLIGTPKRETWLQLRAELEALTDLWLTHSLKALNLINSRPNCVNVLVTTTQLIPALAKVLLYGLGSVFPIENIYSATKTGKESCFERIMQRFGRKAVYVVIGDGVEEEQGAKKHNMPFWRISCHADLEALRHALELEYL
#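 Eya2 protein (added as 0.2 uM solution) was preincubated with compound for 10 min at ambient temperature in 50 mM HEPES pH 7.5, 50 mM NaCl, 5 uM MgCl2, 0.05% BSA, 1 mM DTT. OMFP (added at 50 uM) then reacted 10 min; fluorescence read at 485/525 nm.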
# TCR act = activators of T cell receptors; primary human leukocytes, anti-CD3, IL-2 HTRF, 48 h; Potency, µM (titrated, usually from 9.22 µM), for inactives: at the top dose activation of IL-2 secretion, usual class: activators; 330,000 tested, under 10 active; AID 504894; also: % of control where 0% means no effect
#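 Primary human leukocytes incubated 48 hr with anti-CD3 beads plus compound, without co-stimulation. Secreted IL-2 measured by HTRF (europium cryptate/d2 anti-IL-2 pair, 320 nm excitation, 665 nm emission).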
# S-ASM inh = inhibitors of human secretory acid sphingomyelinase. P17405. 340,000 compounds, 0.006% hits. placental ASM, HMU-PC fluorogenic substrate, 60 min. Potency, µM (doses to about 57.5 µM), for inactives: at the highest dose activity change, negative = inhibition, most hits filed as inhibitors; also: potency is read from the fitted curve at half-maximal effect
#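 Fluorogenic HMU-PC substrate (9 uM final) is turned over by placental ASM in 60 min at 37 C after a 10 min compound preincubation. Reaction ended by alkaline stop (pH 10), with fluorescence read at 386/447 nm.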
# BCR signal inh = inhibitors of chronic active B-cell receptor signaling; Potency, µM (titrated, usually from 46.1 µM), for the others: at the top dose ratio change, negative = lower green/red ratio, most hits filed as inhibitors; ABC-DLBCL IkBa-CBG/CBR reporter, luminescence ratio, 4 h; 340,000 compounds, 0.05% hits; AID 493014; active = well fitted inhibition curve with a large enough effect in the signal ratio, with a control signal flat, not every such curve was filed as active; inconclusive = small, poorly fitted or top-dose-only effect, or effect the other way, or a change in a side signal; the % refers to the signal ratio;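 also: potency is read from the fitted curve at half-maximal effect; plate controls were basal doxycycline-induced cells for no effect and cells given 10 µM MG132 for full effect; MG132 reads +100%, hits lower the ratio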
#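 TMD8 human ABC-DLBCL cells with doxycycline-inducible IκBα–green luciferase fusion and unfused red luciferase, in 0.5% FBS medium; compounds up to 46 uM, 4 h at 37C. Green/red luminescence ratio, filter-overlap corrected, fitted to concentration-response curves.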
# Integrin act MD = activates integrin-mediated alleviation for muscular dystrophy. alpha7betagal myoblasts, beta-gal FDG fluorescence, 48 h. Potency, µM (titrated, usually from 38.3 µM), for the others: at the top dose activation, usual class: activators. 350,000 compounds, 0.064% hits;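 also: potency is read from the fitted curve at half-maximal effect; 100% = response of the positive control SU9516; nearly all actives have a fitted effect of over 60% in size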
#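 Alpha7betagal+/- myoblasts (passage 13) were plated 16-24 hr, then exposed to compounds (1:260 dilution of DMSO stock) for 48 hours at 37C. After MPER lysis, β-galactosidase reporter activity was read as FDG fluorescence (ex 480/em 540) after 30 minutes.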
# TSHR antagonist = human thyrotropin receptor antagonism; 330,000 compounds, 0.2% hits; activity change, negative = inhibition, % at 11.5 µM; P16473; TSHR-expressing cells, TSH-stimulated cAMP HTRF, 2 h; hits give low values;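 active = activity change below a set negative limit, meaning inhibition stronger than a set level, cut at about -70% in these data; inconclusive = activity change between two set negative limits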; also: % is scaled to controls: 0 for no effect and ±100 for the full control effect
#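 Freshly harvested TSHR cells receive pin-tooled compound, then EC80 TSH at 4nM final. After 2 hours at 37 deg C, antibody in lysis buffer and cAMP-d2 are added; 30 minutes at ambient temperature precede the HTRF read.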
# Tb PFK block = inhibitors of T. brucei phosphofructokinase. O15648. T. brucei PFK, ADP-Glo luminescence. Potency, µM (doses to about 57.5 µM), without a hit: at the highest dose activity, negative = inhibition, hits mostly inhibitors. 330,000 compounds, 0.17% hits. AID 485367;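 also: potency is read from the fitted curve at half-maximal effect; 0% = uninhibited 1x PFK enzyme wells and -100% = no-enzyme wells; nearly all actives have a fitted effect of over 60% in size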
# Target sequence (O15648 whole entry, looked up): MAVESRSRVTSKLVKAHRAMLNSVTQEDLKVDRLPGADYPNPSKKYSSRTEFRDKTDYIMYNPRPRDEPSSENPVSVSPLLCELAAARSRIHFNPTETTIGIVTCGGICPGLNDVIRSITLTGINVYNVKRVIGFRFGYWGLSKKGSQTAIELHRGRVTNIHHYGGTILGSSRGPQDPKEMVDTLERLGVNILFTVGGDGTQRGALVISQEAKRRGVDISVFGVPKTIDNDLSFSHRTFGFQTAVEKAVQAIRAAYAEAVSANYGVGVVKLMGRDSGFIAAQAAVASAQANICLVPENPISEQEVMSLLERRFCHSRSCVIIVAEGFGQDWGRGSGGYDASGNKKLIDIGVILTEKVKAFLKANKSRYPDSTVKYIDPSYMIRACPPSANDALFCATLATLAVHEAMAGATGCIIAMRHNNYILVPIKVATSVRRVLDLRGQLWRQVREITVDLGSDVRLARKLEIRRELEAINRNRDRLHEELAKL
#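 1.25 nM PFK with 0.5 mM F6P and 0.1 mM ATP in 0.1 M TEA pH 8.0, 5 mM MgCl2, incubated 45 min at room temperature; ADP measured by ADP-Glo luminescence; compounds titrated up to 57 uM.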
# * = called active by the depositor; ? = inconclusive; . = no result given; [ ] = dose if it differs, or a comment. Unless noted, calls follow the shape of the dose curve; as a rule, active = well fitted curve in the direction sought with a large enough effect; inconclusive = small, poorly fitted or top-dose-only effect, or another doubt; inactive = no such curve, though single readings can be large; an effect the other way counts as inactive or inconclusive.
SMILES,AT treatment,TSG101-PTAP inh,Mito fusion yeast,ELG1 repair inh,Eya2 phos inh,TCR act,S-ASM inh,BCR signal inh,Integrin act MD,TSHR antagonist,Tb PFK block
C/C(=N\NC(=O)Cc1cc(=O)[nH][nH]1)c1cccc([N+](=O)[O-])c1,-6%,-10%,-1%,-3%,2%,-4%[46.1 µM],4%,5%,29%,8,4%
Cc1cc(C)cc(N(C(=O)c2csnn2)C(C(=O)NC(C)(C)C)c2cccnc2)c1 (centres undefined),6%,-2%,8%,11%,-12%,3%,0%,?,-18%,-6,-7%
NS(=O)(=O)c1ccc(CNC(=O)CNC(=O)Cc2ccccc2)cc1,-7%,1%,-3%,0%,-1%,7%,-1%,3%,-16%,12,7%
COC(=O)c1[nH]c2ccc(Cl)cc2c1NC(=O)CCN1CCN(C2CCCCC2)CC1,0%,-1%,-2%,5%,-9%,1%,2%,?,-48%[inhibitor],-3,-7%
COc1ccccc1/C=C/CN1CCN(Cc2ccc(F)cc2)C(CCO)C1 (centres undefined),2%,0%,-13%,-9%,-10%,1%,1%,2%,16%,-1,-20%
COc1ccc(NC(=O)c2ncn[nH]2)cc1,4%,-2%,-1%,?,22%,-8%,-1%,-24%,-24%,10,-5%
CCN(CC)CCNC(=O)C(=O)Nc1ccc2c(c1)N(S(=O)(=O)c1cccs1)CCC2,-1%,-1%,-5%,-3%,6%,-3%,1%,7%,-16%,-5,8%
Cn1c(CC(=O)Nc2ccccc2F)nnc1SCC(=O)NC1=NCCS1,-9%,-1%,0%,4%,-1%,6%,1%,-1%,16%,8,0%
CCc1ccc(-c2cc(-c3n[nH]c(=S)n3CC)c3ccccc3n2)cc1,20%,.,?,-11%,-3%,3%[46.1 µM],.,-6%,.,0,11%
O=[N+]([O-])c1ccc(/C=N/Nc2nc(N3CCCCCC3)nc(N3CCCCCC3)n2)o1,-2%,-1%,?,23µM*,0%,-2%[46.1 µM],-13%,?,10%,-8,0%
O=C1CN(C(=O)COC(=O)CCC(=O)c2ccc(Cl)cc2)c2ccccc2N1,-1%,-2%,.,?,-8%,-5%[46.1 µM],1%,-5%,-8%,-12,2%
CC1CCCCC1NC(=O)c1cn(C)c2ccc(S(=O)(=O)N3CCCC3)cc2c1=O (centres undefined),3%,-7%,-3%,0%,-5%,-3%,-8%,0%,1%,-11,1%
COc1cc(C(=O)OCc2cccc(S(=O)(=O)N3CCOCC3)c2)ccc1OCC(C)C,8%,-4%,-5%,?,-20%,-2%,-7%,-14%,2%,-8,0%
COc1ccc(CN(C(=O)CCC(=O)N2CCCCC2)c2nccs2)cc1OC,-7%,-7%,-3%,-13%,1%,-4%,-1%,-15%,15%,14,-10%
CCOc1ccc(-c2nnc(SCC(=O)N(CC)CC)n2N)cc1,-3%,-6%,-4%,8%,-3%,-2%,-5%,?,-8%,11,2%
CSc1ncccc1C(=O)Nc1cc(Cl)ccc1N1CCOCC1,13%,-2%,.,10%,-12%,4%,-2%,-5%,14%,1,-1%
CCOCCCNC(=O)C1(O)c2ccccc2NC(=O)N1c1ccc(C)c(C)c1 (centres undefined),5%,0%,-10%,-2%,9%,-19%,0%,5%,24%,-7,-3%
CCC1Sc2ccccc2N(CC(=O)NC2CC2)C1=O (centres undefined),0%,-4%,0%[9.22 µM],1%,5%,11%,5%,2%,0%,7,1%
COc1ccccc1CNC(=O)CSc1ncc(C(=O)Nc2ccccc2)c(=O)n1C,3%,0%,1%,?,-1%,-3%,-1%,?,8%,1,-3%
COc1ccc(S(=O)(=O)NC2CCCC2)cc1NC(C)=O,-7%,-2%,2%,8%,-7%,6%,0%,2%,?,-5,0%
O=[N+]([O-])c1cc(Cl)ccc1N1CCOCC1,7%,-8%,-1%,-7%,-1%,5%,-12%,-4%,-27%,-3,6%
CN(Cc1ccccc1)C(=O)c1cccc(N2C(=O)NC3CC2(C)Oc2ccccc23)c1 (centres undefined),-1%,-4%,-2%,-8%,5%,4%,4%,6%,-6%,40,16%
Cc1[nH]n(-c2ccccc2)c(=O)c1N=Nc1ccc(Cl)cc1,-9%,-4%,0%,17%,3%,6%,-3%,13%,9%,6,-5%
O=C(CCS(=O)(=O)c1ccc(Br)cc1)N1CCN(c2ccccc2Cl)CC1,3%,0%,10%,9%,7%,-3%,-1%,?,13%,-7,3%
COc1ccc(OC)c(NC(=O)c2cc3ccccc3o2)c1,-1%,-12%,5%,6%,3%,-1%,1%,2%,-11%,-8,0%
O=C(CCSc1nnc2ccc3ccccc3n12)Nc1ccc(F)cc1,.,-5%,-1%,30%,-2%,2%,57%[activator],-26%,?,8,6%
OCC[C@@H]1C[C@H](O)[C@@H](O)[C@@]2(CCCc3ccccc3O2)O1,-6%,-1%,-2%,12%,10%,6%,1%,2%,13%,16,0%
COc1ccc(NS(=O)(=O)c2ccc(S(=O)(=O)N3CCCC3)cc2)cc1,2%,-8%,0%,-20%,13%,1%,2%,13%,7%,-2,0%
CC(CCc1ccccc1)NCC(O)c1cccc([N+](=O)[O-])c1 (centres undefined),-2%,-1%,-15%,1%,-10%,-2%,-3%,19%,-5%,9,-13%
CCOC(=O)C(=CNCC(=O)O)C(=O)OCC,2%,-3%,-3%,16%,-1%,-2%,0%,?,-10%,-3,1%
CS(=O)(=O)c1nc(S(=O)(=O)c2ccc(Cl)cc2)c(N2CCN(CCO)CC2)s1,3%,-7%,1%,-6%,-11%,-2%,-2%,-19%,-46%[inhibitor],12,1%
O=C(Oc1ccc(=O)n(-c2ccccc2)n1)c1ccc(Cl)cc1,-5%,-1%,3%,?,1%,-1%,0%,-3%,14%,30,-19%
Cc1ncc([N+](=O)[O-])n1CC(=O)Nc1cc(Cl)ccc1Cl,11%,-3%,8%,1%,-12%,-8%,-1%,2%,-6%,0,-3%
COc1ccc(N=Nc2c(C)[nH][nH]c2=O)cc1,-1%,-6%,4%,?,-11%,-1%,0%,?,15%,20,0%
Cn1c(COc2ccc(F)cc2)nc2ccccc21,-9%,0%,-15%,?,-1%,2%,3%,-6%,-3%,-3,-8%
NC(=O)C1=C[C@H](c2ccc(C(F)(F)F)cc2)C[C@H](OCc2ccc(CO)cc2)O1,14%,-9%,3%,-2%,4%,4%,0%,-5%,13%,13,-2%
COc1ccc(CCNC(=O)c2ccc3c(c2)NC(=O)C(CSCc2cc(C)ccc2C)N3)cc1OC (centres undefined),4%,.,33%,17%,-3%,.,.,4%,.,-12,0%
CCCCc1cc2c(cc1NC(=O)CN1CCCCC1)OCCO2,-7%,-5%,4%,-16%,?,-6%,-3%,22%,-8%,-1,2%
O=C(COC(=O)c1ccccn1)NNC(=O)c1ccc([N+](=O)[O-])cc1,3%,-6%,-3%,-5%,-27%,-3%,-1%,-1%,13%,.,10%
COC(=O)C1=C(C)N(Cc2ccccc2)C(=NCCCCO)N[C@H]1CCc1ccccc1,3%,-2%,0%,8%,12%,-1%,11%,?,-27%,6,-2%
COC(=O)c1cc(=O)n2c(-c3ccc(OC)cc3)csc2n1,1%,-1%,0%,2%,-8%,5%,2%,0%,-29%,9,2%
CN(C)CCOc1ccc2c(c1)Sc1ccccc1CC2=O,3%,0%,1%,-12%,7%,6%[46.1 µM],8%,1%,-19%,5,-4%

# Two entries drawn at random from those above:
SMILES,AT treatment,TSG101-PTAP inh,Mito fusion yeast,ELG1 repair inh,Eya2 phos inh,TCR act,S-ASM inh,BCR signal inh,Integrin act MD,TSHR antagonist,Tb PFK block
COC(=O)C1=C(C)N(Cc2ccccc2)C(=NCCCCO)N[C@H]1CCc1ccccc1,3%,-2%,0%,8%,12%,-1%,11%,?,-27%,6,-2%
CCCCc1cc2c(cc1NC(=O)CN1CCCCC1)OCCO2,-7%,-5%,4%,-16%,?,-6%,-3%,22%,-8%,-1,2%

# Compound activity from PubChem BioAssay.
